MITF TRPM1 inh: reduces MITF-dependent TRPM1 promoter luciferase signal. SK-MEL-5 TRPM1 promoter luciferase, 24 h. inhibition, % at 12.5 µM. 330,000 compounds, 0.83% hits. AID 488899;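 active = mean inhibition across replicates of 60% or more, whatever share of single replicates reaches that level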; also: values of inactives mirror those of a sister screen read the other way
KKLEB tox: counter-screen for CF NF-kB inhibitors: cytotoxicity; KKLEB CF airway cells viability, ATPlite luminescence, overnight; active compounds read low; cells stimulated with P. aeruginosa culture filtrate; activity change (cytotoxicity), % at 5 µM; 360,000 compounds, 0.36% hits;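 active = corrected activity change at or below -50% at 5 µM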
NR2E3 ag-1: human photoreceptor-specific nuclear receptor agonism | 360,000 compounds, 0.35% hits | Q9Y5X4 | AID 602229 | inhibition of corepressor binding, % at 3.98 µM | CHO-S Gal4-NCOR/VP16-NR2E3 two-hybrid, luciferase;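 active = inhibition above the mean of all tested compounds plus 3 SD, cut at about 70% in these data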;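 also: 0% = DMSO with NR2E3 transfected cells and 100% = cells lacking NR2E3 construct; higher means lower luciferase signal from less NR2E3 corepressor binding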
Target sequence (Q9Y5X4 whole entry, looked up, the tested form may be a part): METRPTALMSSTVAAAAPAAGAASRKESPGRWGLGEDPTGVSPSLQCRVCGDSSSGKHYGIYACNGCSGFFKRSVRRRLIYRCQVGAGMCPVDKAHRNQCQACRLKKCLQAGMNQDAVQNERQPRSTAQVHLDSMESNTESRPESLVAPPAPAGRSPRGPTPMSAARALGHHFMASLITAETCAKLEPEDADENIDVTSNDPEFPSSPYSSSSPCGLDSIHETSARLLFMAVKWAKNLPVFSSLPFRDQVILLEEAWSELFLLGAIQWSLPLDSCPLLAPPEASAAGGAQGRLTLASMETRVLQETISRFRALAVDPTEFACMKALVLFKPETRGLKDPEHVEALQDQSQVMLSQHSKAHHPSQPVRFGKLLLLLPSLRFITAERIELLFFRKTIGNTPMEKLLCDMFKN
Shn3 inh set2: reduces Shn3 3'UTR luciferase signal in osteoblasts; 360,000 compounds, 0.52% hits; inhibition, % at 12.5 µM; AID 588674; Clone20 osteoblast Shn3 3'UTR firefly luciferase, 24 h;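 active = mean inhibition of at least 75% with every replicate also reaching 75%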;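 also: 0% = median of neutral control wells and 100% = pilot-screen positive control compound; some compounds past the cut are filed as inactive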
TWEAK Fn14 block: TWEAK-Fn14 signaling inhibition; inhibition, % at 10 µM; TWEAK-stimulated Fn14 reporter cells, luciferase luminescence, 8 h; 360,000 compounds, 2% hits; in the data active = inhibition above about 50%
NR2E3 ag-2: activates human photoreceptor nuclear receptor NR2E3. Q9Y5X4. GST-NR2E3/biotin-RetCOR TR-FRET, 1536-well. inhibition of corepressor binding, % at 4.78 µM. 320,000 compounds, 0.12% hits. AID 2300;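 active = percent inhibition above the cutoff of mean plus 3 SD of all tested compounds, set per screening campaign, cut at about 20% in these data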;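 also: 0% = DMSO wells and 100% = biotin wells as full block of FRET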
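Material: NR2E3–RetCOR corepressor complex / Amount: 1.35 nM GST-NR2E3 / Medium: Tris pH 7.5 / Compound: single nominal compound dose of 4.8 µM / Incubation: 5 h at 4 °C / Technique: TR-FRET, Eu(K)-anti-GST donor, streptavidin-D2 acceptor, ex 340, em 617/671 nm / Read-out basis: percent loss of FRET ratio relative to control wells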
HIF-2a inh: HIF-2a inhibition; 786-0 RCC cells HIF-2a reporter, luciferase luminescence, overnight; inhibition, % at 18.8 µM; 360,000 compounds, 0.72% hits;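 active = inhibition of the luminescence signal of 40% or more relative to plate controls, in a single-dose primary screen at 18.75 µM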
CF NFkB block: cystic fibrosis NF-kB activation inhibition; KKLEB NF-kB-GFP reporter, PAF-induced, GFP fluorescence overnight; inhibition, % at 5 µM; 360,000 compounds, 0.86% hits;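 active = at least 50% inhibition at 5 µM, scaled per plate between neutral and stimulator controls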;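 also: PAF is a Pseudomonas aeruginosa culture filtrate used as stimulus; plate controls were PAF-stimulated DMSO wells for no effect and unstimulated DMSO wells for full effect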
Peg3 prom inh: reduces Peg3 promoter-driven luciferase expression in HeLa. HeLa PEG-Prom luciferase reporter, luminescence, overnight. inhibition, % at 20 µM. 360,000 compounds, 1.7% hits. AID 588405;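 active = inhibition of at least 50% at 20 µM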
TRAIL sens C8: caspase-8 TRAIL sensitization; NB7+C8 cells + TRAIL, ATPlite viability luminescence; inhibition (viability loss, TRAIL sensitization), % at 10 µM; 360,000 compounds, 1% hits; AID 624354;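 active = compounds causing at least 50% loss of cell viability in the single-dose screen, relative to plate controls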
TROY signal inh: inhibitors of TROY-dependent NF-kB signaling | Q293 LMP1-TROYcd NF-kB luciferase reporter, 4 h | inhibition, % at 10 µM | 360,000 compounds, 0.98% hits | AID 1347056;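 active = compounds whose plate-normalised and pattern-corrected inhibition of the luciferase reporter signal at the single screening dose is 50% or more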
Starred values were filed as active, the others as inactive; / = not tested or not shown. An excerpt; the hit share may differ from the screen's.

Value order – TRAIL sens C8	Shn3 inh set2	NR2E3 ag-2	MITF TRPM1 inh	NR2E3 ag-1	TWEAK Fn14 block	HIF-2a inh	Peg3 prom inh	TROY signal inh	KKLEB tox	CF NFkB block
> Cc1ccc(S(=O)(=O)N2CCN(CC(=O)N/N=C/C=C/c3ccccc3)CC2)cc1
 : -4	15	0	2	-26	-13	18	7	7	-1	-9
> Cc1ccc(C(=O)C2=C(O)C(=O)N(Cc3ccccc3)C2c2cccnc2)o1 (stereo not drawn)
 : 1	-6	40*	17	-59	1	6	6	-16	7	6
> CCCCCC(=O)NNC(=S)NC(=O)c1cccc([N+](=O)[O-])c1
 : -5	-13	0	1	-12	4	8	-7	-26	14	-3
> Cc1c(C(=O)N(C)CCC#N)oc2ccc(S(=O)(=O)N3CCOCC3)cc12
 : 8	13	-1	5	-24	-1	1	-4	7	18	-17
> COC(=O)c1ccc(Nc2nc(C)cc(=O)[nH]2)cc1
 : -4	-3	1	-2	-5	12	-8	-9	-12	4	-12
> Cc1ccc(C)c(NC(=O)C2CCCN(S(=O)(=O)c3c(C)nn(C)c3C)C2)c1 (stereo not drawn)
 : -2	-11	-1	0	1	10	8	8	-2	2	-7
> CCCCn1c(N)c(N(CC(C)C)C(=O)C2CCN(C(=O)c3ccc(F)cc3)CC2)c(=O)[nH]c1=O
 : -9	-11	1	1	-20	1	4	-6	7	-11	-17
> Cc1cccc(OCc2nnc(SCC(=O)Nc3ncc(C)s3)o2)c1
 : -6	-4	3	9	-4	1	3	-12	-20	-8	-4
> O=C(Cc1ccc(S(=O)(=O)N2CCCCC2)s1)Nc1ccc(F)cc1F
 : 0	22	0	-7	-4	1	12	8	7	6	2
> CC(C)c1cccc(-c2ccc3c(c2)S(=O)(=O)c2cccc(C(=O)NCc4ccco4)c2C3=O)c1
 : 11	-2	/	8	18	18	10	0	15	5	29
> Cc1ccc(C)c(NC(=O)CN(C)C(C)C(=O)N2CC(C)CC(C)C2)c1 (stereo not drawn)
 : -16	3	/	5	20	-7	7	6	-6	7	1
> CCCCCCOC(=O)C[N+](C)(C)CCOC1CC2CCC1(C)C2(C)C (stereo not drawn)
 : -6	25	1	0	21	-1	12	3	4	-6	17
> O=S(=O)(Nc1ccc(S(=O)(=O)Nc2nccs2)cc1)c1ccc(Br)cc1
 : -9	5	2	4	7	10	12	4	16	15	-23
> COC(=O)/C(=C/Nc1ccccc1)[N+](=O)[O-]
 : -11	-10	3	-12	2	3	-9	11	-20	-9	-8
> CCOc1ccc2oc(C(=O)OC(C(=O)NC(N)=O)C(C)C)c(C)c2c1 (stereo not drawn)
 : -6	-20	2	-8	-8	-33	-18	-39	-8	1	1
> O=C(CCCOc1ccccc1)NCCc1ccccc1
 : -11	2	-3	7	-33	-11	-28	-34	-20	0	-8
> CCCC(=O)Nc1ccc(NC(=O)c2ccco2)c(OC)c1
 : 9	-93	3	-84	-66	4	-305	-188	-20	12	-10
> COc1ccc(N2CC(C(=O)N3CCC4(CC3)CC(=O)c3ccccc3O4)CC2=O)cc1 (stereo not drawn)
 : 3	22	-1	16	-16	16	0	13	16	-3	-2
> Cc1ccc(S(=O)(=O)NCCn2cnc([N+](=O)[O-])n2)cc1
 : -5	-1	-1	6	-12	-2	-1	-2	-3	1	13
> Cc1ccc(NC(=O)C(=O)NNC(=O)c2ccccc2C)cc1Cl
 : 12	9	3	9	-13	0	-10	-6	-8	3	32
> CCc1ccc(NC(=O)CCn2c(=O)c3cccn3c3ccccc32)cc1
 : 28	51	-5	10	-43	-7	5	23	11	-8	-27
> CCOc1ccc(CCNC(=O)c2nnn(CC(=O)Nc3ccccc3C)c2N)cc1OCC
 : -13	2	-1	7	6	-28	14	23	-4	7	5
> Cc1ccc(S(=O)(=O)N2CCOCC2)cc1C(=O)OCC(=O)NC1CCS(=O)(=O)C1 (stereo not drawn)
 : -7	0	-1	8	-9	-2	21	8	-4	6	2
> C=CCOc1ccccc1CN1CCC(Oc2cc(C(=O)NC3CC3)ccc2OC)CC1
 : -3	14	/	-7	2	-16	10	3	3	-3	9
> N#CC(C(=O)c1ccco1)c1ccccn1 (stereo not drawn)
 : 12	-18	1	-37	-15	36	-111	-71	-23	-2	-12
> COc1cc(/C=N/NC(=O)c2ccc(Cl)c(S(N)(=O)=O)c2)ccc1OCC(N)=O
 : 4	-37	2	14	8	-20	14	-6	25	-1	14
> CCOc1ccc(NC(=O)N2CCC(c3nc4ccccc4[nH]3)CC2)cc1
 : 0	4	4	17	-3	-30	0	6	-3	2	1
> CCN(CC(=O)NCc1ccc(Cl)cc1)C(=O)c1ccc(S(=O)(=O)NCc2ccco2)cc1
 : 6	-1	2	-2	2	8	11	11	8	20	-2
> Nc1c(Cl)cc(Cl)cc1C(=O)OCC(=O)N1CCCC1
 : -19	8	-7	-2	-31	-13	-20	-4	21	-9	11
> CN1CCOc2ccc(S(=O)(=O)NCCc3ccc(Cl)cc3)cc21
 : 12	6	1	0	-18	7	8	-4	8	-6	-5
> O=C(COC(=O)c1ccncc1)Nc1ccc2c(c1)OCO2
 : -10	-1	/	-3	11	-11	2	19	-7	-6	-10
> O=C(O)C1CCCCC1C(=O)Nc1ccc(Cl)cc1Cl (stereo not drawn)
 : -19	0	3	2	12	12	-23	-47	14	-9	-1
> COc1ccc(N(CC(=O)N/N=C/c2ccccc2F)S(=O)(=O)c2ccccc2)cc1
 : 1	-21	0	-14	-22	9	16	22	17	2	-16
> COC(=O)c1ccc(S(N)(=O)=O)o1
 : -11	-4	-5	-7	-7	-3	14	-6	-3	16	-1
> CC(Sc1nnc(Cc2cccs2)n1C1CC1)C(=O)NC1CCS(=O)(=O)C1 (stereo not drawn)
 : 8	13	/	-5	10	-16	15	2	12	6	-9
> CCCCn1c(N)c(N(CC(C)C)C(=O)C2CC(=O)N(c3ccc(C)cc3)C2)c(=O)[nH]c1=O (stereo not drawn)
 : -5	4	0	8	-15	4	-9	3	-21	-3	-15
> CCOC(=O)NC1(NCc2ccccc2)Oc2ccccc2O1
 : 20	27	-1	-4	-23	34	3	23	-11	8	-4
> C#CCOCCOCCOCCNc1nc(N2CCN(C(=O)[C@H](CCCN=C(N)N)n3cc(C(N)[C@@H](C)CC)nn3)CC2)nc(N2CCN(C(=O)[C@H](CCCCN)n3cc([C@@H](N)[C@H](C)CC)nn3)CC2)n1 (stereo partly drawn)
 : -3	1	/	-4	5	-4	14	-11	-10	2	-24
> CCOc1ccc(NC(=O)CN(C)C(=O)c2cc(-c3ccc(OC)cc3)nc3ccccc23)cc1OCC
 : 22	7	-1	-17	16	9	-67	33	6	-9	47
> CCOC(=O)c1cc(-c2cc3ccccc3o2)nc2c1c(=O)[nH]c(=O)n2CCOC
 : -21	-3	-1	-10	1	-24	11	0	11	-2	1

Single entries from the results shown:
`COc1ccc(N(CC(=O)N/N=C/c2ccccc2F)S(=O)(=O)c2ccccc2)cc1` | TROY signal inh: 17
`CCOC(=O)NC1(NCc2ccccc2)Oc2ccccc2O1` | TROY signal inh: -11

(further entries)
Value order – TRAIL sens C8	Shn3 inh set2	NR2E3 ag-2	MITF TRPM1 inh	NR2E3 ag-1	TWEAK Fn14 block	HIF-2a inh	Peg3 prom inh	TROY signal inh	KKLEB tox	CF NFkB block
> CCc1ccc(OC(=O)/C=C/c2ccco2)cc1
 : 9	-21	1	-14	-23	-21	-54	-17	-23	-7	7
> O=[N+]([O-])c1cc(S(=O)(=O)N2CCCC2)ccc1NCCc1ccccc1
 : 11	4	2	1	-19	-2	20	3	-27	12	-17
> CCCNC(=O)Cn1cnc2sc(C(=O)NCCN(CC)CC)c(C)c2c1=O
 : -7	3	3	-7	10	4	16	-3	7	3	-2
> NC(=O)c1ccccc1OCC(=O)NS(=O)(=O)c1ccc(Cl)cc1
 : -19	-11	-2	-12	7	6	10	11	-3	9	9
> COCCN(C(=O)Cc1csc(-c2cccc(Cl)c2)n1)c1c(N)n(Cc2ccccc2)c(=O)[nH]c1=O
 : -15	12	/	/	-19	-25	17	27	-2	0	-10
> COc1cc(C(=O)NCCOC(=O)c2cccc(N(C)C)c2)cc(OC)c1OC
 : -14	-3	-4	5	-25	-25	-1	6	5	-7	3
> CCCCn1c(-c2csc(C(C)C)c2)n[nH]c1=S
 : 4	-30	1	-6	-8	1	2	9	-1	-9	2
> COc1ncnc2sc3c(c12)CCCC3
 : 7	-6	4	-10	-13	24	-3	-3	2	-5	34
> COc1cc2c(cc1OC)CN(C(=O)NS(=O)(=O)c1ccc(C)cc1)CC2
 : -6	-8	1	4	-15	-2	8	2	1	-4	1
> CC(=O)Nc1ccc(CN2CCN(Cc3ccc(F)c(F)c3)C(CCO)C2)cc1 (stereo not drawn)
 : 2	4	-1	-7	-27	-10	16	13	0	-10	-18
> CCOC(=O)C1C(C(=O)OCC)C2C(=O)C3C(C(=O)OCC)C(C(=O)OCC)C3C(=O)C12 (stereo not drawn)
 : -24	0	/	/	-16	14	-1	9	9	-4	-5
> Nc1nc(-c2cc(Cl)cc(Cl)c2OC(F)F)cs1
 : -14	-10	-3	-9	-30	16	18	-4	31	-14	3
> N#Cc1ccccc1OCC(=O)N1CCN(C(=O)c2ccco2)CC1
 : 0	4	-1	8	-22	21	5	4	-7	-6	-5
> COc1ccc(CC(=O)Nc2ccccc2C(=O)N2CCCC2)cc1
 : 2	14	1	1	12	4	6	10	-23	1	-14
> COc1cccc(OC)c1OC(=O)/C=C/c1ccc(C)o1
 : -2	4	-4	0	-7	1	5	-6	-1	-14	-10
> Cc1nc2ccccc2n1C1CCN(C(=O)Nc2ccccc2)CC1
 : 3	-8	-2	-6	6	-5	5	-5	1	14	0
> CCN(CC)S(=O)(=O)c1ccc(N2CCCCC2)c(NC(=O)C2=COCCO2)c1
 : 9	58	-4	-3	9	9	14	18	3	-26	23
> COC(=O)/C(=C\C(=O)c1ccccc1)Nc1ccc(OC)cc1
 : 0	-54	3	-19	-55	7	-103	-4	-16	4	8
> CCOC(=O)CC1COCCN1Cc1cn(C)nc1-c1ccccc1F (stereo not drawn)
 : -9	-11	-3	-5	-4	0	17	5	0	8	-7
> NC(=O)C1CCN(c2nnnn2-c2ccccc2)CC1
 : -9	1	0	15	-24	-13	14	-15	-1	9	12
> N/C(=N\NS(=O)(=O)c1ccccc1)c1ccccn1
 : 10	10	0	-2	0	6	5	11	4	-6	-4
> O=c1[nH]c2ccccc2[n+]([O-])c1-c1ccccc1
 : 11	-8	1	-10	-14	9	-14	-6	10	-1	9
> O=C(/C=C/c1ccc(OCCCF)cc1)NCc1ccc(Cl)cc1
 : -5	34	-1	2	-22	-10	-19	-12	-24	11	-28
> CC(O)C1CCC2C3CC[C@H]4CC(O)CCC4(C)C3CC3(OCCO3)C12C (stereo partly drawn)
 : 0	-1	3	-10	-5	1	-4	3	5	8	2
> COc1ccc(N2CCN(S(=O)(=O)CCNC(=O)CCCc3ccccc3)CC2)cc1
 : 0	12	-1	7	-24	12	9	17	-2	6	6
